# KOR beta-arrestin-1: KOR agonists, beta-arrestin recruitment, primary screen, cell-based, luminescence, uHTS (AID 1777). Kappa-type opioid receptor (Homo sapiens). KOR beta-arrestin recruitment, luminescence; higher % means a stronger effect. activation, % at 10 µM; hits with a dose series show EC50 in µM. actives 0.02% (n = 280,000); in the data active means activation above about 50%, passing the limit was not always enough; further: a part of the inactive calls stands beside numbers as strong as those of hits
# GPR55 beta-arrestin: GPR55 agonists via beta-arrestin recruitment, primary screen, imaging, U2OS cells, beta-arrestin-GFP redistribution (AID 1961). U2OS GPR55 beta-arrestin-GFP redistribution imaging; higher % means a stronger effect. activation, % at 10 µM; hits with a dose series show EC50 in µM. actives 0.048% (n = 290,000);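 active means activation above 40% with more than 50 cells counted in the well; inconclusive means wells holding fewer than 50 cells, flagged as toxic or sparse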;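 further: U2OS osteosarcoma cells stably expressing GPR55 and beta-arrestin-GFP; plate controls were DMSO negative control for no effect and LPI positive control for full effect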
# KOR beta-arrestin-2: KOR antagonists, beta-arrestin recruitment, cell-based, luminescence, uHTS (AID 1778); KOR beta-arrestin recruitment, luminescence, antagonist mode; higher % means a stronger effect; inhibition, % at 10 µM; hits with a dose series show IC50 in µM; Kappa-type opioid receptor (Homo sapiens); actives 0.091% (n = 290,000); further: strong numbers were not always called active
# HIV fusion peptide: inhibitors of HIV fusion peptide binding, primary screen, biochemical, uHTS, fluorescence dequenching (AID 1986). cell-free peptide binding, fluorescence dequenching, 30 min; higher % means a stronger effect. one-dose inhibition, % at 20 µM; IC50 in µM for titrated hits. actives 0.3% (n = 290,000); in the data active means inhibition mostly above about 52%, no sharp cut-off; inactive means mostly below about 76%; further: some results filed as inactive read as strong as hits
# GPR55 antagonists: GPR55 antagonists blocking LPI-driven arrestin recruitment, primary screen, imaging, U2OS, beta-arrestin-GFP, LPI agonist (AID 2013); G-protein coupled receptor 55 (Homo sapiens); U2OS GPR55 beta-arrestin-GFP translocation imaging, LPI antagonism; higher % means a stronger effect; inhibition, % at 10 µM; hits with a dose series show IC50 in µM; actives 0.13% (n = 290,000);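 active means spots per cell inhibited over 60%, with over 100 cells counted and total cytoplasm intensity under 500,000; inconclusive means wells with under 100 cells, flagged as likely toxic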;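 further: U2OS cells stably carrying GPR55 and arrestin-GFP stimulated by 5 µM LPI near EC80; imaged beta-arrestin-GFP aggregate spots per cell after agonist stimulation; plate controls were LPI-stimulated DMSO wells for no effect and DMSO wells without LPI for full effect; some results filed as inactive read as strong as hits; confirmed hits need IC50 under 10 µM and bright autofluorescent wells are also inconclusive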
# MgcRacGAP inhibition: MgcRacGAP GTPase-activating activity inhibitors, confirmation, biochemical, ADP Hunter fluorescence; actives 0.6% (n = 340,000); MgcRacGAP-stimulated Rac1 GTP hydrolysis, ADP Hunter fluorescence; higher % means a stronger effect; GST-tagged Rac1 F28L mutant substrate; Rac GTPase-activating protein 1 (Homo sapiens); inhibition, % at 30 µM, or IC50 in µM where a hit was titrated;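 active means first-screen hits whose inhibition reached a set limit at any dose in the follow-up dose series; inconclusive means inhibition above the set first-screen limit but never retested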;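 further: fluorescence reports GDP produced by GAP-driven GTP hydrolysis; strong numbers were not always called active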
# NOD1 NF-kB reporter: NOD1 signaling inhibitors, primary screen, cell-based, luminescence, uHTS (AID 1578); actives 1% (n = 290,000); NOD1-driven NF-kB luciferase reporter cells, luminescence; higher % means a stronger effect; inhibition, % at 4 µM; hits with a dose series show EC50 in µM; in the data active means inhibition mostly above about 36%, no sharp cut-off; inactive means mostly below about 34%;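 further: HEK-293T reporter cells stimulated with the NOD1 agonist gamma-tri-DAP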
# NOD2 inhibition: NOD2 signaling inhibitors, cell-based, luminescence, uHTS, HEK293 (AID 1566); actives 0.63% (n = 290,000); HEK293 NOD2/NF-kB luciferase reporter, luminescence; higher % means a stronger effect; inhibition, % at 4 µM; hits with a dose series show EC50 in µM; further: many of its hits are not listed in these tables
# Large T inhibition: SV40 large T antigen inhibitors, biochemical (AID 1903); SV40 large T antigen ATPase/helicase inhibition assay; higher % means a stronger effect; one-dose inhibition, % at 20 µM; IC50 in µM for titrated hits; actives 0.39% (n = 310,000); in the data active means a potency from the dose series; inconclusive means inhibition mostly from about 32% at the one dose, without a potency; inactive means the rest, 99 in 100 with inhibition below about 32%; further: strong numbers were not always called active
# Numbers without * were called inactive; ? = inconclusive; nt = no result given; [ ] = dose if it differs, or a comment. Unless noted, no stated cut-off is given here; in the data, active means inhibition above about 50%; inactive means the rest. These rows are one share of the data, so the mix of outcomes need not match the whole.
SMILES,KOR beta-arrestin-1,GPR55 beta-arrestin,KOR beta-arrestin-2,HIV fusion peptide,GPR55 antagonists,MgcRacGAP inhibition,NOD1 NF-kB reporter,NOD2 inhibition,Large T inhibition
Cc1cc(NC(=O)CSc2ccc(-c3ccc4c(c3)OCO4)nn2)no1,4.5%,0.2%,-18%,8.0%,14%,nt,-15%,-20%,-4%
CCCCCn1c(SCC2CCCO2)nc2cc(C(=O)N3CCC(C(N)=O)CC3)ccc2c1=O (stereo not drawn),6.1%,-0.1%,-8%,-4.7%,-2%,6%,14%,-23%,2%
Cc1cc(=O)n2c(ccc3ccccc32)c1C#N,8.6%,-0.1%,3%,-0.9%,-9%,12%,-35%,4%,8%
Cc1cc(C)cc(N(C(=O)Cn2nnc(-c3ccccc3)n2)C(C(=O)NC2CCCCC2)c2ccccn2)c1 (stereo not drawn),9.4%,0.1%,-25%,-0.2%,5%,8%,-25%,-14%,5%
COc1ccc(-n2c(=O)[nH]c3cc(C(=O)NCCc4ccccc4)ccc3c2=O)cc1OC,0.0%,0.0%,-25%,-2.2%,8%,7%,13%,-24%,7%
Brc1ccccc1/C=N/Nc1ccc2ccccc2n1,-1.9%,-0.1%,15%,-1.2%,4%,6%,-24%,-162%,4%
Cc1ccc(S(=O)(=O)NCC(c2cccnc2)N2CCc3ccccc32)cc1 (stereo not drawn),1.7%,-0.1%,-43%,-0.9%,-3%,-2%,-21%,4%,11%
Cn1c2ccccc2c2ncn(Cc3ccco3)c(=O)c21,1.9%,0.2%,16%,3.2%,-5%,7%,-21%,-16%,17%
COc1cc([N+](=O)[O-])cc2sc(NC(=O)C3CC3)nc12,-2.7%,0.0%,-6%,-0.5%,5%,9%,-14%,4%,13%
COc1ccc(OC)c(/C=N/NC(=O)c2ccc3nc[nH]c3c2)c1,0.3%,-0.2%,30%,0.6%,-9%,0%,-2%,24%,17%
COc1cc(/C=N/NC(=O)CC2(C)OCCCO2)ccc1OCc1ccccc1,-1.8%,-0.2%,2%,3.0%,8%,7%,-25%,0%,17%
CCNc1nc(C)c(CN(C(C)=O)c2ccccc2)nc1C#N,-0.9%,0.3%,-2%,-0.7%,-6%,8%,-4%,24%,10%
Cc1cc(C)c(S(=O)(=O)Cc2ccccc2)c(Cl)n1,-1.1%,0.0%,5%,0.0%,-10%,nt,5%,14%,-13%
N#Cc1cc(-c2ccccc2)oc1NC(=O)c1ccco1,1.8%,0.0%,-26%,2.4%,-13%,21%,-14%,-48%,-1%
Cc1ccccc1CN1CCN(c2nc3ccccc3s2)CC1,0.1%,-0.1%,7%,-0.3%,7%,6%,-1%,16%,6%
CC(C)C(=O)NC(=S)Nc1ccccc1N1CCN(C(=O)c2ccccc2)CC1,3.8%,0.1%,-45%,4.3%,-6%,4%,-35%,6%,26%
CCOc1cc(CNCCc2ccc(S(N)(=O)=O)cc2)cc(Cl)c1OCc1ccccc1,1.4%,0.2%,-82%,-3.3%,30%,7%,nt,37%,8%
Cc1cc(C)cc(N(CC(=O)NC2CCCC2)S(=O)(=O)c2c(C)[nH]c(=O)[nH]c2=O)c1,0.2%,-0.1%,24%,0.6%,-1%,2%,-7%,4%,13%
CCCC(=O)Nc1ccc(C(=O)n2ccc(C)n2)cc1,nt,-0.1%,-30%[20 µM],-1.8%,0%,7%,23%,-21%,11%
CC(=O)N1CCN(CC(=O)Nc2ccc(C)c(F)c2)CC1,0.3%,0.2%,7%,0.6%,2%,21%,-10%,-16%,11%
CC(C)NC(=O)COc1ccc(/C=N/NS(=O)(=O)c2ccccc2)cc1,1.1%,-0.3%,-2%,0.4%,11%,11%,-34%,-5%,15%
COC(=O)c1ccc(C(=O)OC)c(NC(=S)N2CCCC(CO)C2)c1 (stereo not drawn),2.0%,-0.2%,24%,-0.2%,5%,9%,-39%,-3%,25%
COc1ccc(Oc2coc3cc(O)ccc3c2=O)cc1,-1.4%,-0.2%,9%,1.1%,-12%,3%,31%,5%,7%
CCN(C(=O)CSc1nc2nc(C)cc(C)n2n1)c1cccc(C)c1,1.3%,-0.1%,-4%,-1.1%,-19%,7%,-26%,-14%,7%
COc1ccc(/C=N/NC(=O)c2cnccn2)cc1O,3.4%,0.2%,13%,0.2%,0%,86µM*,-30%,-6%,26%
Cc1ccc(C2N(C)C(=O)c3ccccc3N2C)cc1 (stereo not drawn),-1.3%,-0.1%,-21%[20 µM],1.3%,16%,0%,34%,1%,23%
Cc1ccc(-c2nc(C=Nc3ccc(O)cc3)c(O)o2)cc1,1.8%,-0.3%,-29%,17%,-10%,19%,58%*,34%,24%
CC(C)C(C)NC(=O)COc1ccc(Sc2ccc(OCC(=O)NC(C)C(C)C)cc2)cc1 (stereo not drawn),19%,-0.1%,7%,-1.3%,-4%,14%,48%,8%,3%
Cc1ccc(C2=NN(C(=O)CCC(=O)O)C(c3cccs3)C2)cc1 (stereo not drawn),1.9%,0.2%,28%,-0.7%,7%,10%,-4%,3%,11%
Cc1ccc(-c2csc(NC(=O)C[n+]3cc(-c4ccccc4)n4c3CCC4)n2)cc1,-0.1%,0.3%,5%,1.6%,9%,nt,5%,-5%,24%

# One compound at a time, from the list above. Order of values: KOR beta-arrestin-1, GPR55 beta-arrestin, KOR beta-arrestin-2, HIV fusion peptide, GPR55 antagonists, MgcRacGAP inhibition, NOD1 NF-kB reporter, NOD2 inhibition, Large T inhibition
# Profile of CC(C)C(C)NC(=O)COc1ccc(Sc2ccc(OCC(=O)NC(C)C(C)C)cc2)cc1 (stereo not drawn) = 19%, -0.1%, 7%, -1.3%, -4%, 14%, 48%, 8%, 3%
# Profile of COC(=O)c1ccc(C(=O)OC)c(NC(=S)N2CCCC(CO)C2)c1 (stereo not drawn) = 2.0%, -0.2%, 24%, -0.2%, 5%, 9%, -39%, -3%, 25%

# (continued)
SMILES,KOR beta-arrestin-1,GPR55 beta-arrestin,KOR beta-arrestin-2,HIV fusion peptide,GPR55 antagonists,MgcRacGAP inhibition,NOD1 NF-kB reporter,NOD2 inhibition,Large T inhibition
CCN(CC)C(=O)c1[nH]cnc1C(=O)N[C@@H](C)C(=O)OC(C)(C)C,-4.3%,0.1%,-6%,-1.0%,4%,8%,-1%,-22%,8%
COc1ccccc1NS(=O)(=O)c1ccc(O)c(C(=O)OCC(=O)Nc2ccccc2F)c1,-4.2%,-0.3%,20%,0.4%,9%,8%,-25%,15%,-7%
FC(F)(F)c1nnc(-c2ccccc2)nc1Oc1ccccc1,-1.7%,0.0%,25%,-0.2%,-13%,10%,-8%,7%,4%
CCCCn1c(-c2nonc2N)nc2ccccc21,0.6%,-0.1%,15%,1.1%,-1%,4%,41%,22%,-18%
Cc1ccc(C)c(N(CC(=O)NC2CCCC2)C(=O)c2cc3cc4cccc(C)c4nc3s2)c1,1.3%,0.1%,-28%,0.3%,6%,8%,-17%,-16%,-3%
CC(C)NC(=O)c1cc(-n2cnnc2)ccc1Cl,-3.3%,-0.1%,-29%,2.0%,5%,4%,-6%,5%,4%
CCC(C)(C)NC(=O)CN(Cc1ccc2c(c1)OCO2)C(=O)CCC(=O)Nc1ccccn1,-0.3%,0.1%,-36%,0.1%,5%,3%,-10%,-2%,6%
CCOc1ccccc1NC(=O)c1cc(=O)c2ccccc2o1,-0.1%,-0.1%,-39%,1.1%,5%,-1%,-7%,6%,10%
CCn1c(SCC(=O)Nc2ccc(OCc3ccccc3)cc2)nnc1-c1ccco1,2.7%,-0.3%,12%,9.6%,9%,6%,1%,8%,nt
COc1ccc(OC)c2c1C(=O)C(Cl)=C(Cl)C2=O,-3.0%,-0.1%,12µM*,-2.4%,11%,19%,94%*,43%,28%
Oc1ccc(-c2[nH]ncc2-c2cccc3cccnc23)c(O)c1,-6.2%,0.2%,-7%,-0.3%,-1%,?,21%,25%,26µM*
CSc1ncccc1C(=O)Nc1ncc(C)s1,2.5%,0.4%,-38%,0.6%,12%,9%,-2%,-4%,18%
Cc1ccc(NC(=O)COC(=O)C2=COCCO2)cc1,0.8%,0.3%,-24%,0.3%,15%,11%,10%,-31%,1%
CN(C)c1ccc(/C=C(/C(=O)c2ccc(Cl)cc2Cl)n2cncn2)cc1,7.0%,-0.3%,-53%,149%,-24%,4%,8%,18%,18%
O=C(OCCN=C1NS(=O)(=O)c2ccccc21)c1cccnc1,0.2%,-0.1%,40%,0.4%,16%,3%,9%,-2%,-3%
O=C(CSc1nc2c(cnn2-c2ccc(F)cc2)c(=O)[nH]1)N1CCOCC1,1.9%,-0.1%,-13%,0.5%,30%,2%,-41%,-4%,2%
Fc1cccc(Cl)c1COc1ccc(-c2nnco2)cc1,4.0%,1.2%,-56%,1.0%,3%,6%,-39%,-10%,7%
O=C(c1ccccc1)N1CCN2C(=O)c3ccccc3C12c1ccc(Cl)cc1 (stereo not drawn),-0.3%,0.2%,7%,-3.4%,4%,-1%,-45%,-20%,7%
CC(=O)Nc1cccc(NC(=O)c2cc(-c3ccccn3)nc3ccc(Cl)cc23)c1,-1.7%,-0.1%,-31%,8.9%,0%,3%,-35%,-10%,18%
O=c1[nH]c2ccc(S(=O)(=O)N3CCN(Cc4ccccc4)CC3)cc2[nH]c1=O,-0.1%,-0.3%,3%,-0.5%,9%,-1%,nt,9%,3%
O=S(=O)(c1ccccc1)c1ccccc1/C=N\O,17%,0.4%,39%,-1.9%,4%,-4%,5%,-6%,2%
O=C(CSc1nccc(=O)[nH]1)N1N=C2/C(=C/c3ccco3)CCCC2C1c1ccco1 (stereo not drawn),-0.2%,-0.4%,-14%,-1.0%,4%,31%,6%,11%,30%
Cn1c(N2CCOCC2)c(C=O)c2ccccc21,0.1%,0.2%,18%,1.9%,7%,9%,-12%,27%,7%
CCC(=O)NC(=S)Nc1ccc(NC(=O)COc2ccc(Cl)cc2Cl)cc1,6.2%,-0.1%,-6%,-1.1%,7%,14%,-26%,-28%,-1%
CCC(=O)Nc1nc(CC(=O)Nc2ccccc2OC)cs1,3.4%,0.5%,9%,3.2%,-9%,8%,-4%,-1%,-1%
COCCn1c(SCC(=O)N2CCCCC2)nc2ccccc2c1=O,-2.6%,0.0%,-8%,-1.4%,5%,0%,-4%,4%,-2%
CC(C)OC(=O)C(C)Oc1ccc(C(=O)NCCc2ccccc2)cc1 (stereo not drawn),-4.1%,-0.1%,-55%,-2.0%,4%,5%,8%,-9%,9%
CCC(C)c1ccc(NC(=O)CC(C)=O)cc1 (stereo not drawn),1.1%,0.5%,-62%,-1.7%,18%,0%,-24%,-6%,5%

# Source: PubChem
